# Screening data from PubChem.
# EBV gp42 block: Epstein-Barr virus gp42 inhibitors, primary screen, biochemical, uHTS, fluorescence polarization; Glycoprotein 42 (Epstein-Barr virus (strain AG876)), Q1HVG2; Fluorescence polarization binding assay, mP read-out; inhibition, % (tested at 21.74 µM); hit rate 0.42% among 220,000; AID 1085, 2008; in the data active means inhibition above about 50%
# Target sequence (Q1HVG2 whole entry, looked up): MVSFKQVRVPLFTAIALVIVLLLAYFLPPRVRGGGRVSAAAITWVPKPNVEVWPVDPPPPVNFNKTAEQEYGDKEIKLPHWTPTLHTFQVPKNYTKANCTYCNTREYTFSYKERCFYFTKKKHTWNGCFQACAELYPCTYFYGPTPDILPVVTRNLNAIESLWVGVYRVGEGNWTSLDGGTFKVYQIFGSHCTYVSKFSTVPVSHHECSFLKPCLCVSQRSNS
# PERK inh: block of dimerizer-induced PERK translation repression, primary screen, PERK inhibitor project, CHO PERK-DD cells, SEAP luminescence, HTS | AID 1416, 2008 | Eukaryotic translation initiation factor 2-alpha kinase 3 (Homo sapiens), Q9NZJ5 | CHO PERK-DD fusion, SEAP luminescence translation reporter | inhibition, % at 5.6 µM | hit rate 0.17% among 220,000;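 active means inhibition above the mean inhibition of all tested compounds plus 3 SD, set separately per screening campaign, cut at about 2.9% in these data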;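 further: PERK kinase domain activated by AP20187 dimerizer at 100 nM; 0% = DMSO with dimerizer and 100% = rapamycin at 8.4 µM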
# m-calpain inh: inhibitors of pig calpain II, primary screen, biochemical, fluorogenic peptide substrate, 1536-well; purified calpain II, 30 min; inhibition, % at 16 µM; hit rate 0.37% among 220,000; AID 1236, 2008;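 active means inhibition above about 50%, limit read from the data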
# L929 necroptosis: inhibitors of zVAD-triggered necroptosis, primary screen, L929 cells | L929 zVAD necroptosis rescue, ATP luminescence, 24 h; with zVAD 60 µM | hit rate 0.38% among 220,000 | AID 1377, 2008 | viability rescue, % at 10 µM;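 active means activation, scaled between plate controls, above about 75%, limit read from the data; inactive means activation under that limit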;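 further: 0% = zVAD with DMSO and 100% = DMSO alone without zVAD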
# MDM2 E3 inh: MDM2-luciferase reporter signal enhancers, primary screen, MDM2 E3 ligase inhibitor project, cell-based, luminescence, 1536-well; E3 ubiquitin-protein ligase Mdm2 (Homo sapiens), Q00987; hit rate 0.11% among 210,000; cell-based MDM2 ubiquitination luciferase reporter, 2 h; 0 = plate control, 100 = twice control, blank-subtracted; signal enhancement, % at 5 µM;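 active means signal enhancement of 30% or more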;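 further: luminescence tracks abundance of the self-degrading MDM2-luciferase fusion protein; higher signal means inhibition of MDM2 E3 ligase activity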
# Target sequence (Q00987 whole entry, looked up, the tested form may be a part): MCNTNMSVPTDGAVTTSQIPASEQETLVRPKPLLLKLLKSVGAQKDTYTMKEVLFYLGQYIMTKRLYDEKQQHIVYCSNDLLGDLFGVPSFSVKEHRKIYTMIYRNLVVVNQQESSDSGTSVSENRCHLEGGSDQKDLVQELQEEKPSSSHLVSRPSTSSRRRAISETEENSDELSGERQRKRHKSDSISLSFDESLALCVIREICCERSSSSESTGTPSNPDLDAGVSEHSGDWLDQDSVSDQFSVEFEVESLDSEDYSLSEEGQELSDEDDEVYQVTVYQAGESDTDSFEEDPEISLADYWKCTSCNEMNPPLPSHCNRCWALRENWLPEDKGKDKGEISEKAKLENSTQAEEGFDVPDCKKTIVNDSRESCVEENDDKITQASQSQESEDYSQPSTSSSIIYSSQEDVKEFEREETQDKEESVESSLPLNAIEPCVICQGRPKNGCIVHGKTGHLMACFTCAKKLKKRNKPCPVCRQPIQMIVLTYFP
#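 Material: stable MDM2–luciferase fusion reporter cells / Quantity: 2000 cells/well / Dosing: single 5 µM compound dose, 0.2% final DMSO / Buffer or medium: DMEM / Schedule: 4 h cell settling then 2 h compound exposure, 37 °C / Detection: luminescence with SteadyLite reagent, 15 min at room temperature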
# TNF death inh: inhibitors of TNF-alpha triggered necroptosis, primary screen, cell-based, Jurkat FADD-/-, single concentration; Jurkat FADD-/- TNF necroptosis rescue, ATP luminescence, 24 h; 0 = TNF only, 100 = no-TNF cells; activation (protection from cell death), % at 10 µM; hit rate 0.068% among 220,000; AID 463075, 2010;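 active means activation, meaning protection from cell death, of at least 50% relative to plate controls; inactive means activation below 50%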;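 further: necroptosis triggered by 40 ng/mL TNF-alpha added together with compound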
# KCC2 mod: KCC2 cotransporter modulators, thallium flux, primary screen, cell-based, HEK293 KCC2, FluoZin-2 fluorescence, MLSMR; hit rate 2.2% among 190,000; Solute carrier family 12 member 5 (Homo sapiens), Q9H2X9; B-score of Tl+ flux slope (higher = more flux/activation; lower = inhibition) at 10 µM; AID 1456, 2008; KCC2 cells, thallium flux FluoZin-2 fluorescence;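 active means thallium flux slope and its plate-corrected score both differing from the plate sample mean at a set confidence after two filtering rounds, in either direction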;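 further: slope of fluorescence scaled to starting intensity during 10 to 20 s after thallium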
# Rad51 HR inh: human RAD51 strand exchange inhibitors, primary screen, biochemical, fluorescence. DNA repair protein RAD51 homolog 1 (Homo sapiens), Q06609. hRad51 DNA strand exchange, fluorescence dequenching. inhibition, % at 10 µM. hit rate 0.085% among 200,000. AID 1385, 2008;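 active means inhibition above 40% at the single screening dose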;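 further: 0% = DMSO control wells and 100% = blanks with heterologous ssDNA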
# Target sequence (Q06609 whole entry, looked up): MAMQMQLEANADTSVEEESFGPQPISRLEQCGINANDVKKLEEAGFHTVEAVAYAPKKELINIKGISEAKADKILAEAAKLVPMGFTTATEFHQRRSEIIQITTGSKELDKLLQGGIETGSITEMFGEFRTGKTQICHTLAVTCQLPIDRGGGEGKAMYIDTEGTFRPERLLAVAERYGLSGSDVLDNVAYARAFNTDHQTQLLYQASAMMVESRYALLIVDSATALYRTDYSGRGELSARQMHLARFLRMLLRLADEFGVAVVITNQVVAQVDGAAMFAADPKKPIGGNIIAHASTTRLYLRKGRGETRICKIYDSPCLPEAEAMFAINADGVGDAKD
#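 Material: human Rad51–ssDNA filaments; Probe or stimulus: labelled 47-mer dsDNA for strand exchange; Doses: single 10 µM dose; Incubation: 37 °C 15-min filament assembly, 30-min compound preincubation, 15-min exchange; Technique: FRET fluorescence dequenching, excitation 485 nm, emission 520 nm; Measure: Fluorescence-based percent inhibition, control- and blank-normalised; Benchmarks: plate control and blank wells.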
# eIF4E-4G inh: eIF4E–eIF4G protein interaction inhibitors, primary screen, biochemical, uHTS, TR-FRET, eIF4GI fragment | inhibition, % at 21.7 µM | TR-FRET eIF4E-eIF4GI(517-606) binding, 2 h | hit rate 0.37% among 220,000;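 active means inhibition above about 30%, limit read from the data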;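 further: 0% = full FRET control wells and 100% = background wells lacking eIF4GI fragment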
# Numbers without * were called inactive; x = not tested or not shown; [ ] = remark or other dose.
# Values run as follows: EBV gp42 block	PERK inh	m-calpain inh	L929 necroptosis	MDM2 E3 inh	TNF death inh	KCC2 mod	Rad51 HR inh	eIF4E-4G inh
COc1ccc(N2C(=O)CC(N(Cc3ccc(S(N)(=O)=O)cc3)C(C)=O)C2=O)cc1 (stereo unspecified)
  -12	0.8	17	0.4	0	-0.7	0.89	-4	-1
Cc1ccc2c(Cl)c(C(=O)Nc3cccnc3)sc2c1
  -5	1.2	25	3.3	-16	-1.4	-0.04	x	-5
Cc1ccccc1OCc1nnc(SCC(=O)Nc2ccc3c(c2)OCO3)n1C
  -20	0.9	-10	0.9	-13	0.6	x	-5	1
O=C(Cn1nnc(-c2ccccc2F)n1)Nc1ccc2c(c1)OCO2
  -18	0.8	9	-0.4	-9	0.5	x	x	10
COc1ccc(CN2C(=O)c3c(c(C)n(C)c3C)C2C(=O)NC2CCC(C)CC2)cc1 (stereo unspecified)
  -14	0.1	-12	0.7	-5	1.3	-0.6	-3	2
CCOc1ccc(OCc2cccc(C(=O)N3CCCCCC3)c2)cc1
  -1	0.4	26	0.1	-47	-0.1	-0.13	22	4
CC(=O)OCCCn1c(C)[n+](C)c2cc(Cl)c(Cl)cc21
  -5	0.4	15	4.0	-10	0.5	0.42	-10	24
Nc1cc2c(cc1O)CCCC2
  -2	-0.6	-48	-0.7	-12	-0.9	0.73	x	2
Cc1ccc2c(c1)nnn2C1CCN(S(=O)(=O)c2ccc(C(=O)N3C(C)CCCC3C)cc2)CC1 (stereo unspecified)
  -20	-1.9	-11	-0.4	-13	-9.1	-0.45	x	-1
CC1(C)Cc2c(sc3nc4n(c(=N)c23)CCCCC4)CO1
  -11	-1.2	9	-1.1	-1	0.9	0.47	-3	-2

# (continued)
# Values run as follows: EBV gp42 block	PERK inh	m-calpain inh	L929 necroptosis	MDM2 E3 inh	TNF death inh	KCC2 mod	Rad51 HR inh	eIF4E-4G inh
C=CCn1c(NCCO)nc2sc3c(c2c1=O)CCC3
  -4	0.9	-19	2.6	-9	-0.8	-0.38	6	-3
COc1ccc(S(=O)(=O)Nc2ccc3c(c2)OCO3)cc1C
  5	-0.5	34	-1.5	-10	0.5	0.072	9	2
COc1ccccc1CC(NC(C)=O)C(=O)N1CCN(C(=O)Nc2ccccc2Cl)CC1 (stereo unspecified)
  -30	-1.0	-20	1.1	-14	0.4	0.061	-9	-6
CCOC(=O)CNC(=O)CNC(=O)Cn1ccc2ccccc2c1=O
  -21	1.4	-20	0.4	-7	-1.4	-0.84	-4	2
CCCCCC(=O)NNC(=S)NC(=O)c1ccc([N+](=O)[O-])cc1
  0	0.2	-1	-0.3	-14	0.6	13*	5	-3
CCCCC(=O)NC1(C(F)(F)F)NC(=O)N(C)C1=O (stereo unspecified)
  -9	2.4	-14	0.1	x	-0.8	1.4	x	-11
CCOC(=O)C1C(=O)C=C(c2ccc([N+](=O)[O-])cc2)CC1c1ccccc1 (stereo unspecified)
  -10	-0.2	23	-0.2	-3	-0.6	-0.44	-13	x
COc1ccc(CN2C(=O)CN=C2Nc2ccc(C)cc2C)cc1
  -7	0.9	-7	-0.1	-15	-1.6	0.53	16	2[fluorescence artefact?]
O=[N+]([O-])c1ccc(C2NS(=O)(=O)N=C3CCCCCN32)cc1 (stereo unspecified)
  -11	3.6*	7	0.1	-10	-4.4	x	0	2
COc1cc(C(=O)OCC(=O)Nc2cc(C)on2)cc(OC)c1OC
  -11	0.2	-3	0.2	-10	-0.4	0.38	3	3

# Profiles as entered above. Order of values: EBV gp42 block	PERK inh	m-calpain inh	L929 necroptosis	MDM2 E3 inh	TNF death inh	KCC2 mod	Rad51 HR inh	eIF4E-4G inh
# Entry for Cc1ccc2c(Cl)c(C(=O)Nc3cccnc3)sc2c1 = -5	1.2	25	3.3	-16	-1.4	-0.04	x	-5
# Entry for Nc1cc2c(cc1O)CCCC2 = -2	-0.6	-48	-0.7	-12	-0.9	0.73	x	2
# Entry for COc1ccc(CN2C(=O)CN=C2Nc2ccc(C)cc2C)cc1 = -7	0.9	-7	-0.1	-15	-1.6	0.53	16	2[fluorescence artefact?]
# Entry for COc1ccc(S(=O)(=O)Nc2ccc3c(c2)OCO3)cc1C = 5	-0.5	34	-1.5	-10	0.5	0.072	9	2

# Three entries already listed, arranged by the number in EBV gp42 block, low to high:
mol | EBV gp42 block | PERK inh | m-calpain inh | MDM2 E3 inh | KCC2 mod | eIF4E-4G inh
COc1cc(C(=O)OCC(=O)Nc2cc(C)on2)cc(OC)c1OC | -11 | 0.2 | -3 | -10 | 0.38 | 3
COc1ccc(CN2C(=O)CN=C2Nc2ccc(C)cc2C)cc1 | -7 | 0.9 | -7 | -15 | 0.53 | 2[fluorescence artefact?]
C=CCn1c(NCCO)nc2sc3c(c2c1=O)CCC3 | -4 | 0.9 | -19 | -9 | -0.38 | -3

# (continued)
# Values run as follows: EBV gp42 block	PERK inh	m-calpain inh	L929 necroptosis	MDM2 E3 inh	TNF death inh	KCC2 mod	Rad51 HR inh	eIF4E-4G inh
Cc1cc(NC(=O)CCCOc2ccc(Cl)cc2Cl)no1
  -2	0.7	23	0.6	-19	1.5	-0.22	1	-3
Cc1csc(Nc2ccccc2C(F)(F)F)n1
  -21	0.6	9	0.4	3	-1.2	-0.66	3	2
Cc1cc(C)c2nc(N3CCCC(C(=O)N4CCN(c5ncccn5)CC4)C3)sc2c1 (stereo unspecified)
  0	0.2	-75	0.3	-39	-3.5	-1.3	1	13
CC1CCc2nc(NC(=O)c3cc(C(C)(C)C)nn3C)sc2C1 (stereo unspecified)
  -4	1.1	1	-0.6	x	2.8	-0.41	19	-1
O=C1NC(c2cccnc2)C(C(=O)c2cccs2)C(O)(C(F)(F)F)N1 (stereo unspecified)
  -18	1.0	4	0.1	1	-0.3	-0.38	3	6
CCCS(=O)(=O)N1CCCC(C(=O)NCCN2CCCCC2C)C1 (stereo unspecified)
  x	0.9	x	-0.2	-14	-2.8	0.16	-2	x
Cn1c(=O)n(C)c2cc(CN3C(=O)OC(C)(C)C3(C)O)ccc21 (stereo unspecified)
  -5	0.5	13	4.3	-17	0.7	-0.19	-7	3
Clc1ccc(-n2nnnc2-c2cnc3ccccc3c2-c2ccccc2)cc1
  -7	-0.8	11	-0.8	-11	1.0	-1.6	22	1
O=C1c2ccccc2C(=O)c2c1cccc2-n1nnc2ccccc21
  -17	0.8	-19	-0.7	x	1.5	-0.17	14	-6
O=C1C(Cl)=C(N2CCCCCC2)C(=O)N1c1ccccc1
  -10	-0.2	12	1.8	-10	0.0	x	-4	-3

# Carrying on:
# Values run as follows: EBV gp42 block	PERK inh	m-calpain inh	L929 necroptosis	MDM2 E3 inh	TNF death inh	KCC2 mod	Rad51 HR inh	eIF4E-4G inh
O=C(CN(C(=O)C1CSC(=O)C1)c1ccccc1F)NCc1ccc2c(c1)OCO2 (stereo unspecified)
  4	0.1	-30	-0.5	-16	-11	1.8	1	-4[fluorescence artefact?]
COC(=O)c1ccc(NC(=O)CCS(=O)(=O)c2ccc(Br)cc2)cc1
  -2	-0.5	10	4.4	16	0.7	-0.1	-3	2
Cc1noc(C)c1CSc1nc2ccccc2s1
  3	-0.1	18	1.2	3	-0.9	0.25	x	3[fluorescence artefact?]
CC(C)n1c(=S)[nH]c2cc(Cl)ccc21
  -11	0.8	-19	-0.7	-6	-4.9	28*	x	-1
O=C1N(c2ccc(Cl)c(Cl)c2)CN(Cc2ccccc2)CN1n1cnnc1
  -26	0.5	-11	1.0	-27	0.5	x	-8	-1
COc1ccc(Cl)cc1NC(=O)CN1CCc2ccccc21
  -17	0.6	5	1.3	-7	1.0	-3.3	x	1
Cc1ccc(-c2ccc(/C=C3/NC(=O)NC3=O)o2)cc1[N+](=O)[O-]
  3	0.3	-70	-0.1	-8	-3.9	-0.85	x	-3
O=C(O)c1ccccc1C(=O)Nc1ccc(-n2nccc2C(F)(F)F)cc1
  -3	1.7	19	0.0	0	1.3	x	5	6
Cn1c(=O)n(C)c2cc(C(=O)c3ccccc3)ccc21
  -15	0.5	28	0.5	-12	-2.1	-0.027	3	-2
COc1ccccc1OCC(=O)N(Cc1nc(-c2ccc(Cl)cc2)no1)C(C)C
  1	0.2	-2	0.0	-14	-1.0	0.072	2	4

# Continued.
# Values run as follows: EBV gp42 block	PERK inh	m-calpain inh	L929 necroptosis	MDM2 E3 inh	TNF death inh	KCC2 mod	Rad51 HR inh	eIF4E-4G inh
COc1ccc(-c2nc3ccccc3c(=O)n2CCN2CCOCC2)cc1
  -5	-0.8	2	0.5	2	-0.5	-0.75	-4	-5
COc1ccc(O)c(C(=O)c2cc(SCC(=O)O)c3nc4sc5c(c4c(=O)n3c2)CCCC5)c1
  24	0.4	2	0.7	x	0.5	0.014	28	39*
Cn1cc(CNCc2cn(C)nc2-c2ccc(C3CCCCC3)cc2)cn1
  -4	-0.1	-4	26	6	2.8	0.4	-15	2
CNC(=O)CSCc1c(F)cccc1Cl
  -24	1.6	-2	-0.2	1	-2.1	-1.7	2	0
CC1(C)CC(=O)C=C(NC2CC(C)(C)NC(C)(C)C2)C1
  -19	-0.5	-19	3.5	-12	-0.1	x	2	0
CC(C)c1nc(CNC(=O)CC2C(=O)NCCN2Cc2ccoc2)cs1 (stereo unspecified)
  3	2.5	-14	-0.3	-8	-0.3	0.7	x	-2
Cc1cc(N2CCN(C)CC2)nc2ccc(NC(=S)N3CCN(c4cccc(Cl)c4)CC3)cc12
  -8	0.9	-79	8.9	2	-0.4	0.45	1	5
CCOC(=O)c1cnc(SCC#N)nc1N
  -5	1.7	-29	1.2	x	2.4	-0.073	x	-9
Cc1ccc(CCNC(=O)CCc2nc3ccccc3[nH]2)cc1
  -4	0.9	7	-0.3	-14	1.9	-0.15	5	3
CNS(=O)(=O)c1ccc(NC(=O)Nc2cccc(F)c2)cc1
  11	0.9	-25	66	-1	4.1	-0.025	11	1

# (listing goes on)
# Values run as follows: EBV gp42 block	PERK inh	m-calpain inh	L929 necroptosis	MDM2 E3 inh	TNF death inh	KCC2 mod	Rad51 HR inh	eIF4E-4G inh
COc1ccc(/C=N/NC(=O)c2cccc(O)c2)cc1Cn1nc(C)c([N+](=O)[O-])c1C
  5	0.6	-27	0.7	x	-4.3	-2	x	0
Cn1c(CCNC(=O)C2CCCCC2)nc2cc([N+](=O)[O-])ccc21
  2	0.3	5	2.2	-12	-0.3	-0.33	6	2
COc1ccc(/C=N\NC(=O)C2C(=O)NCC2c2ccccc2)cc1O (stereo unspecified)
  -12	0.7	-44	0.1	-9	-3.0	0.59	-7	9
O=C(NC(=S)N1CCN(c2ccc(Cl)cc2[N+](=O)[O-])CC1)c1cccs1
  8	-1.6	7	-0.6	-6	0.4	71*	0	6
